# MOR-DOR ag: OPRM1-OPRD1 heterodimerization agonism | P35372+P41143 | cells, luminescence | activation, % at 9.3 µM | hit rate 0.3% among 340,000 | AID 504326; in the data active = activation above about 18%;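 note: 0% = vehicle-treated cells and 100% = reference agonist; values of inactives mirror those of a sister screen read the other way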
# HTR5A inv ctr: counter-screen for OPRM1-OPRD1 inverse agonists: human HTR5A inverse agonism. AID 504634. HTR5A cell line, luminescence. inhibition, % at 9.3 µM. hit rate 0.083% among 340,000; in the data active = inhibition mostly above about 23%, no sharp cut-off; inactive = mostly below about 18%;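 note: 0% = cells with DMSO and 100% = no-cell wells with DMSO; some compounds called inactive have numbers as strong as hits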
# DAGLB inhibitor: diacylglycerol lipase beta (human) inhibition | Q8NCG7 | HEK293T DAGLB membrane lysate, EnzChek fluorogenic substrate | inhibition, % at 5.17 µM | hit rate 0.059% among 340,000 | AID 504411; in the data active = inhibition above about 34%;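 note: 0% = enzyme with vehicle and 100% = wells lacking enzyme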
# Target sequence (Q8NCG7 whole entry, looked up): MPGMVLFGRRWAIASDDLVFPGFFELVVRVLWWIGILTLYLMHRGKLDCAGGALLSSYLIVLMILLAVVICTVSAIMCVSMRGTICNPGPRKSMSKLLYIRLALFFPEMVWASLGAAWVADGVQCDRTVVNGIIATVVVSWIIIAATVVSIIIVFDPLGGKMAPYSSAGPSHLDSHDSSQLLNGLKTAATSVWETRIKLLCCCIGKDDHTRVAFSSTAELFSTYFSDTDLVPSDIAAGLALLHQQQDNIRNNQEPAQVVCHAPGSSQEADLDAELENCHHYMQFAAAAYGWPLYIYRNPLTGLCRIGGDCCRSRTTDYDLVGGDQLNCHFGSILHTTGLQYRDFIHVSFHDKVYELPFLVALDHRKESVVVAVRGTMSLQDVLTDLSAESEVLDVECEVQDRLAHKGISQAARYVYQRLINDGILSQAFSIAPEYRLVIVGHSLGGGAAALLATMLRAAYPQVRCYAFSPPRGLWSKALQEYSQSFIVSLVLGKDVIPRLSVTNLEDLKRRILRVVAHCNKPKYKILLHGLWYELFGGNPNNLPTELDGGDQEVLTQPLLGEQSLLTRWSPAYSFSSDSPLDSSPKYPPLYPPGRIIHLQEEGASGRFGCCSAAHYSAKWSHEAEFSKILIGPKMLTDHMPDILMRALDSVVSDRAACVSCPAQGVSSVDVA
# Pemphigus Ab inh: human desmoglein-3 autoantibody binding inhibition; DSG3-coupled beads, scFv-anti-DSG3-GFP binding, flow cytometry; hits give low values; hit rate 0.48% among 310,000; binding (percent of control), % at 10 µM; AID 588358;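 active = binding more than 3 SD below its plate's average and above zero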;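 note: hits lower antibody fragment binding to DSG3; some compounds called inactive have numbers as strong as hits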
# PKA-R1A activ: PKA-R1A complex activation; PKA-R1A dissociation, Cy5-IP20 fluorescence polarization; scaled: DMSO 0%, 113 µM cGMP 100%; AID 504707; activation, % at 11.4 µM; hit rate 0.083% among 340,000;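 active = percent activation above the mean of all tested compounds plus 3 SD, cut at about 19% in these data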;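 note: higher means more PKAc released from R1A so a rise in polarization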
# PKA-R2B activ: activators of human PKA-R2B complex. PKA-R2B holoenzyme dissociation, Cy5-IP20 fluorescence polarization; R2B truncated from residue 108, S112A mutant; 0% DMSO only, 100% 113 µM cGMP. P22694+P31323. hit rate 0.079% among 340,000. activation, % at 11.4 µM;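 active = activation above a cutoff set at the mean over all compounds plus 3 SD, cut at about 18% in these data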;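 note: higher means more holoenzyme dissociation and a rise in polarization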
# Target sequence (P31323 whole entry, looked up, other chains not shown, the tested form may be a part): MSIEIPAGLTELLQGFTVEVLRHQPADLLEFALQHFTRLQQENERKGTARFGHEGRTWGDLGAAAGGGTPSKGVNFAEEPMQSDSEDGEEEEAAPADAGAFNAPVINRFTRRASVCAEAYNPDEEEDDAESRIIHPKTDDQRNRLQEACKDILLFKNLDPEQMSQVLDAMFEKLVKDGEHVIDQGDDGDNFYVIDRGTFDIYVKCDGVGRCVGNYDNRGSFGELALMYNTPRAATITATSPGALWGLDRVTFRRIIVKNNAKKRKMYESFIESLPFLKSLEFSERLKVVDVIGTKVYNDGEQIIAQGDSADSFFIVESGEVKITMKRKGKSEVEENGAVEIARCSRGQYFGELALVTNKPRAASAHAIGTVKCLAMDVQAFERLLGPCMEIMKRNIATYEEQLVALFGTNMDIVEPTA
# V-ATPase pH: alters yeast V-ATPase proton transport; S. cerevisiae, pHLuorin cytosolic pH fluorescence; response, % at 10 µM; hit rate 0.37% among 350,000; AID 504577; in the data active = response mostly above about 7.3%, no sharp cut-off; inactive = mostly below about 5.4%; note: actives read high; inactives centre near 0; some compounds called inactive have numbers as strong as hits; reference of the scale not given here
# Arr AP2 block: blocks beta-arrestin peptide binding to AP2 adaptin; FITC-arrestin peptide / GST-AP2 beads, flow cytometry; AP2 beta2 appendage carries R879A mutation; hit rate 0.31% among 340,000; inhibition, % at 10 µM;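 active = inhibition above a set limit, near 3 SD of compounds lacking own fluorescence, cut at about 54% in these data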;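 note: plate controls were DMSO wells for no effect and 5 µM unlabelled arrestin peptide for full effect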
#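 System: GST-AP2 R879A bound to glutathione beads, E. coli-expressed. Also added: 50 nM FITC-arrestin peptide. Schedule: compound with beads 12 min RT, then probe 1 h RT. Signal: bead flow cytometry, FITC channel. Read-out basis: percent response.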
# MOR-DOR inv ag: inverse agonist of human OPRM1-OPRD1 heterodimerization; P35372+P41143; cell-based MOR-DOR heterodimer luminescence, inverse agonism; inhibition, % at 9.3 µM; hit rate 0.21% among 340,000; in the data active = inhibition above about 22%, passing the limit was not always enough;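 note: 0% = cells with DMSO and 100% = wells without cells with DMSO; values of inactives mirror those of a sister screen read the other way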
# HTR5A ag ctr: HTR5A agonism, opioid heterodimer counter-screen. HTR5A agonist assay, luminescence, cell-based. AID 504692. hit rate 0.61% among 340,000. P47898. activation, % at 9.3 µM; in the data active = activation mostly above about 9.5%, no sharp cut-off; inactive = mostly below about 7.6%;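 note: 0% = cells with vehicle only and 100% = reference agonist; strong numbers were not always called active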
# An asterisk follows results filed as active; x = no result given.
SMILES,MOR-DOR ag,HTR5A inv ctr,DAGLB inhibitor,Pemphigus Ab inh,PKA-R1A activ,PKA-R2B activ,V-ATPase pH,Arr AP2 block,MOR-DOR inv ag,HTR5A ag ctr
CCOC(=O)N1CCN(C(=O)c2ccc3nc(N4CCC(C)CC4)sc3c2)CC1,-3.1,-12,0,105,-14,-1,3,2,17,3
CCCCn1c(=O)c(-[n+]2ccccc2)c([O-])c2ccccc21,-4.9,-22,3,106,10,-9,-1,3,21,1
COc1cc(S(=O)(=O)NC(Cc2c[nH]c3ccccc23)C(=O)O)ccc1NC(C)=O (configuration not stated),-1.7,-16,0,107,-1,-6,-1,3,9,6
COc1ccc(-c2nnn(CC(=O)N(CCCN3CCOCC3)C(C(=O)NC3CCCC3)c3ccc(C)o3)n2)cc1 (configuration not stated),-2.9,11,-3,101,6,-3,2,40,15,-4
CCc1c(-c2ccccc2)nc(N)c(C#N)c1-c1cccs1,4.4,-3,-5,101,-7,-17,3,3,-20,2
CN(Cc1nc(-c2ccncc2)no1)S(=O)(=O)c1ccc(Cl)cc1,0.8,-31,0,108,-9,-3,3,-9,-4,1
O=C1CN(C(=O)c2ccc(Br)o2)C(c2ccccc2)c2cc(Cl)ccc2N1 (configuration not stated),0.6,-11,4,98,5,-3,-2,0,-3,4
CCCc1c(C(=O)NNc2cccc(Cl)c2)cnn1-c1ccccc1,-1.3,17,-6,x,-7,-5,-3,0,6,-2
O=C(Nc1ccccc1Oc1ccccc1)C1=COCCO1,-2.3,-11,-8,110,5,4,3,-1,7,0
CCOC(=O)c1cc(C#N)c(SCC(=O)c2cc(C#N)c(SC)nc2C)nc1C,0.8,15,-3,92,-7,-7,6,2,-5,1
O=C(COc1ccc([N+](=O)[O-])cc1)Nc1ccc(S(=O)(=O)N2CCOCC2)cc1,-1.9,-15,0,105,-5,7,1,-11,10,5
Cc1ccsc1C(=O)NNC(=O)C1C2C=CC(C2)C1C(=O)O (configuration not stated),-1.8,-5,-1,104,-4,-7,-1,-10,10,1
C=CCn1c(SCc2cccc(F)c2)nc2cc(C(=O)N3CCC(C(N)=O)CC3)ccc2c1=O,-3.1,3,-2,85,-3,-1,2,-2,16,0
COc1ccccc1CNS(=O)(=O)c1c(C(=O)N2CCCC2)c(C)n(C)c1C,-1.7,-8,-6,105,2,-3,0,3,9,0
Cc1cc(NC(=O)COC(=O)CNC(=O)c2cccs2)c([N+](=O)[O-])cc1C,0.6,5,-2,108,-9,-12,-1,29,-4,-2
CCCCn1cnc2c([nH]c3ccccc32)c1=O,-3.4,1,-2,76,-5,-3,0,-5,19,0
CN(C)C(CNC(=O)c1cc(S(=O)(=O)N2CCOCC2)ccc1Cl)c1cccs1 (configuration not stated),5.3,-2,-1,124,-4,-4,-2,-2,-22,1
COc1cccc(NC(=O)CN(C)C(=O)C(C)Sc2ccccc2)c1 (configuration not stated),-0.6,9,1,104,-16,-5,-5,-2,4,2
O=[N+]([O-])c1ccccc1/C=C/CN1CCN(Cc2ccc3c(c2)OCO3)CC1,0.0,5,-2,109,-10,1,1,-4,0,-1
O=C(NCc1ccccn1)c1ccc(Br)s1,-2.4,15,-1,129,-1,-7,-3,21,13,-2

# Another view of 2 compounds above.
smiles | MOR-DOR ag | HTR5A inv ctr | DAGLB inhibitor | Pemphigus Ab inh | PKA-R1A activ | PKA-R2B activ | V-ATPase pH | Arr AP2 block | MOR-DOR inv ag | HTR5A ag ctr
O=C(Nc1ccccc1Oc1ccccc1)C1=COCCO1 | -2.3 | -11 | -8 | 110 | 5 | 4 | 3 | -1 | 7 | 0
CCOC(=O)c1cc(C#N)c(SCC(=O)c2cc(C#N)c(SC)nc2C)nc1C | 0.8 | 15 | -3 | 92 | -7 | -7 | 6 | 2 | -5 | 1

# (continued)
SMILES,MOR-DOR ag,HTR5A inv ctr,DAGLB inhibitor,Pemphigus Ab inh,PKA-R1A activ,PKA-R2B activ,V-ATPase pH,Arr AP2 block,MOR-DOR inv ag,HTR5A ag ctr
Cc1cccc(CNC(=O)CC2C(=O)NCCN2C2CCCC2)c1 (configuration not stated),-0.8,-21,0,120,14,8,-3,-14,4,6
CCOC(=O)CCNC(=O)N1CCCC(N(C)CCc2ccc(OC)c(OC)c2)C1 (configuration not stated),-2.5,4,-1,99,-8,1,2,3,11,-1
O=S(=O)(Cc1ccccc1)N1CCN(c2ccccc2)CC1,-1.1,7,1,93,1,-1,5,-3,7,9
CC1CC1C(=O)N(C)CC(=O)Nc1ccc(Cl)c(C(F)(F)F)c1 (configuration not stated),0.4,-4,-3,97,10,9,-3,-19,-3,-7
O=C(C[n+]1ccn(CCCNP2(=O)C=C(c3ccccc3)OC(c3ccccc3)=C2)c1)c1cccs1,-2.6,-46,3,104,-1,-5,1,21,14,6
COC(=O)c1ccccc1NC(=O)C12CCC(C)(C(=O)O1)C2(C)C (configuration not stated),-2.6,-18,-2,x,-5,-13,-2,-7,12,-1
[O-]/[N+](=C/c1cccnc1)c1ccc(Br)cc1,0.6,-11,-2,89,-4,-2,-5,1,-3,4
O=C(NCc1ccco1)c1sc2cc(Cl)ccc2c1Cl,-0.4,8,-17,125,0,12,-2,2,2,2
CCCCC(=O)Nc1ccc2c3c(cccc13)CC2,0.6,5,0,128,-6,-1,1,10,-3,5
NCCN1CCN(CC(=O)N2c3ccccc3C(=O)Nc3cccnc32)CC1,-2.2,-23,-2,98,-6,0,6,32,12,-2
COc1cccc(CNn2cnnc2)c1OCc1ccc(F)cc1,-1.6,-10,-3,94,-8,-6,-1,0,9,-3
Cc1ccc(S(=O)(=O)CS(=O)(=O)c2ccc(C)cc2)cc1,-4.1,-6,3,104,7,9,2,-6,18,2
C/C(=N\NC(=O)C(NC(=O)c1ccccc1)C(C)C)c1ccccc1 (configuration not stated),-2.4,14,0,109,-10,-2,1,-12,11,2
COc1cc2c(cc1OC(C)=O)CCCCC2=O,-4.4,-9,-3,92,-9,-2,0,24,23,2
CC1CCCN(c2ccc(F)cc2N)C1 (configuration not stated),2.8,10,-1,123,-13,0,0,-19,-15,-2
COc1ccc(N=C2SC(C(=O)O)CC(=O)N2C)cc1 (configuration not stated),-0.5,-3,5,108,0,6,4,-10,3,-3
O=C(CSc1nnc(CNC(=O)c2c(F)cccc2Cl)o1)NCc1ccccc1,-3.5,23,1,110,-1,-1,0,11,18,-5
Cn1c(N=NC(=O)c2ccccc2)c(O)c2ccccc21,-3.6,-3,19,100,1,7,2,2,19,1
C/C(=N/Nc1ccc(Cl)cc1)c1cnnc(-c2ccccc2)n1,-2.2,-15,-4,99,-22,-8,-2,18,12,4
CCN1/C(=C/c2ccc3cc(C)ccc3[n+]2CC)Sc2cc(C)ccc21,4.3,1,-12,111,5,1,7,-74,-22,0
O=C(Cn1cnc2ccccc2c1=O)c1ccc(Br)cc1,-1.9,12,4,98,-14,-4,2,27,10,-4
CC(=O)c1cccc(NC(=O)c2cnn(-c3ccccc3)c2C)c1,-1.6,-2,-2,92,-7,-1,4,14,8,0
Cc1ccc(Nc2nc3ccccc3c(=O)[nH]2)cc1C,6.3,1,-10,86,2,0,11*,-3,-32,0
CC(=O)c1cccc(OCc2cc(C(=O)N(C)Cc3cnccn3)no2)c1,0.7,1,1,x,0,-11,0,-8,-4,6
COc1ccc(NC(=O)CSc2ccc3nnc(-c4ccccn4)n3n2)cc1OC,-0.1,3,-2,113,13,-4,-3,-5,0,1
Cc1nc2ccccc2c(=O)n1/N=C/c1c(O)ccc2ccccc12,-1.2,7,1,103,-8,-8,1,-4,7,-2
CC1Cc2ccccc2N1C(=O)CSc1nnc2n1C(C)(C)Cc1ccccc1-2 (configuration not stated),-1.1,-1,1,103,-2,4,-1,6,6,-3
O=C(O)C1CCCCN1C(=O)c1ccc(S(=O)(=O)N2CCCCCC2)cc1 (configuration not stated),-0.1,3,2,108,-10,-7,-1,26,0,0
COc1ccc(C2C(C(C)=O)=C(O)C(=O)N2c2cccnc2)cc1OC (configuration not stated),-0.8,-2,0,x,1,5,0,2,4,1
O=C(Nc1cccc(C(=O)O)c1)/C(=C\c1ccccc1)NC(=O)c1ccc(Br)o1,x,x,-3,106,3,-6,0,x,x,x
CCOc1ccccc1NC(=O)CSc1nnc(Cc2ccc(OC)cc2)c(=O)n1N,-2.1,3,-4,108,-7,-9,0,-4,11,-1
Cn1c(=O)c2c(nc(N3CCNCC3)n2Cc2ccccc2Cl)n(C)c1=O,-1.6,1,0,104,-12,-8,0,10,9,0
CCOCC(=O)Nc1ccccc1C(=O)N1CCOCC1,-3.7,9,0,89,-1,-11,3,16,17,-5
O=C(OC1CCOC1=O)c1ccc(N2CCCC2)c([N+](=O)[O-])c1 (configuration not stated),-3.8,12,0,117,9,-1,-5,-4,18,-4
CN(C)CCOC(=O)c1ccc(COc2ccccc2Br)o1,-1.3,-10,-2,92,-14,0,-2,-3,6,3
C=CC[C@@H](CC(=O)OC(C)(C)C)C(=O)OC[C@@H]1CCCN1C(=O)[C@@H](CC=C)CC(=O)N(CCO)Cc1ccccc1,-0.5,-4,0,104,-6,-3,15,16,3,4
CCCOc1ccc(/C(O)=C2/C(=O)C(=O)N(CCCn3ccnc3)C2c2ccc(C)o2)cc1 (configuration not stated),-3.0,-24,1,114,-14,-8,-3,-4,16,5
CCOC(=O)c1ccc2nc(NC(C)=O)sc2c1,-0.4,5,-2,98,2,-7,-1,2,2,-2
CN(C(=O)c1cccc(C(=O)N(C)c2ccccc2)c1)c1ccccc1,-2.0,-3,-1,99,-4,5,2,2,9,1
CCC(C)[C@H](NC(=O)Nc1cccc(Cl)c1)C(=O)O (some centres not stated),-1.6,14,-1,105,-5,-9,-3,-7,9,1

# Entries listed so far that have an NH in an aromatic ring:
SMILES,MOR-DOR ag,HTR5A inv ctr,DAGLB inhibitor,Pemphigus Ab inh,PKA-R1A activ,PKA-R2B activ,V-ATPase pH,Arr AP2 block,MOR-DOR inv ag,HTR5A ag ctr
COc1cc(S(=O)(=O)NC(Cc2c[nH]c3ccccc23)C(=O)O)ccc1NC(C)=O (configuration not stated),-1.7,-16,0,107,-1,-6,-1,3,9,6
CCCCn1cnc2c([nH]c3ccccc32)c1=O,-3.4,1,-2,76,-5,-3,0,-5,19,0
Cc1ccc(Nc2nc3ccccc3c(=O)[nH]2)cc1C,6.3,1,-10,86,2,0,11*,-3,-32,0

# (cont.)
SMILES,MOR-DOR ag,HTR5A inv ctr,DAGLB inhibitor,Pemphigus Ab inh,PKA-R1A activ,PKA-R2B activ,V-ATPase pH,Arr AP2 block,MOR-DOR inv ag,HTR5A ag ctr
C[C@H](CO)N1C[C@H](C)[C@H](CN(C)Cc2cccc(O)c2)OCc2ccccc2-c2c(n(C)c3ccccc23)C1=O,x,x,-3,x,1,7,-1,x,x,x
Cc1cc(SCC(=O)N2CCCC2)nc2ccccc12,0.0,-2,1,x,-2,-4,6,2,0,-5
N#CCCNc1c(Cl)cc(Cl)cc1C(=O)O,-0.5,-37,-1,107,-10,-10,0,12,2,5
C=CCN(C(=O)CCC(=O)Nc1cc(C)on1)C(C(=O)NC(C)(C)CC)c1cccc(OC)c1OC (configuration not stated),-2.8,-26,-3,92,6,-7,-3,27,17,-1
CCOc1ccccc1NC(=O)CSc1cn[nH]n1,-0.9,-7,-2,109,7,1,-1,5,5,3
CCN(CC)c1ccc2cc(C(=O)Nc3ccccn3)c(=O)oc2c1,0.5,9,-6,86,14,6,3,7,-2,-2

# Bioassay records deposited in PubChem by several laboratories.
